bIAP inh – intestinal alkaline phosphatase (bovine) inhibition; purified bovine IAP, CDP-star luminescence, 30 min; inhibition, % at 20 µM; 190,000 tested, under 10 active;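 active = over 50% inhibition of intestinal alkaline phosphatase at 20 µM in the single-dose screen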
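test system = bovine IAP enzyme | medium = DEA buffer 100 mM, pH 9.8, with MgCl2 1.0 mM, ZnCl2 0.02 mM | detection = luminescence | dosing = single compound dose of 20 µM, 2% DMSO final | incubation = 30 min reaction at room temperature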
TNAP act hiacc – increases human TNAP activity under high phosphate acceptor concentration | activation factor at 20 µM | AID 1136 | 200,000 tested, under 10 active | purified TNAP, CDP-star luminescence, 1 M DEA, 30 min; stronger effect = higher value; 0 = EDTA background, 1 = DMSO-only activity | P05186;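 active = activation factor at least 2 at 20 µM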
Target sequence (P05186 whole entry, looked up): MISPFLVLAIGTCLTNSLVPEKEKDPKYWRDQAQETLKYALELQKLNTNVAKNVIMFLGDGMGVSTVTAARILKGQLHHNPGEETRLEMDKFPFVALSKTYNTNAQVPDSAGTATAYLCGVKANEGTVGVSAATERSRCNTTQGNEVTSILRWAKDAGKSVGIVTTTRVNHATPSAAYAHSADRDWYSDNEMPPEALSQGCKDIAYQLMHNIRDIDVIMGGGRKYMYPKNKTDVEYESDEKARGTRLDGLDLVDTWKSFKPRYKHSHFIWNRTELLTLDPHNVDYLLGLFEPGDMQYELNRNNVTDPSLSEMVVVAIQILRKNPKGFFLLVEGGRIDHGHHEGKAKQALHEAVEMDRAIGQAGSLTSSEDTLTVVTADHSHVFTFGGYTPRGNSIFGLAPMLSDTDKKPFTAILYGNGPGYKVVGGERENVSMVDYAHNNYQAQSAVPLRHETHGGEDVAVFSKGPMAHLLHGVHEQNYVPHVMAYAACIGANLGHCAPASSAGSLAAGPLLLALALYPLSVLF
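Measured by: Luminescent substrate turnover signal | Test system: Human TNAP | Input: TNAP 1/800 final | Dosing: 20 µM single point | Schedule: 30 min, room temperature | Controls: EDTA wells as negative control, DMSO wells as positive control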
L major viab – Leishmania major promastigote growth inhibition | 200,000 compounds, 9% hits | inhibition, % at 10 µM | Leishmania major promastigotes, resazurin fluorescence viability; in the data active = inhibition above about 50%;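 note: promastigotes grown with compound for 44 hours at 28 °C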
bIAP activator – increases bovine intestinal alkaline phosphatase activity; AID 1016; 200,000 compounds, 0.17% hits; purified bovine IAP, CDP-star luminescence, 30 min; stronger effect = higher value; fold of DMSO-control signal, blank-subtracted; activation factor at 20 µM;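 active = activation factor of 2 or more at 20 µM, a signal rise over negative controls twice the positive control's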
TNAP inh hiacc – blocks human TNAP under high phosphate acceptor concentration. 200,000 compounds, 0.03% hits. inhibition, % at 20 µM. purified TNAP, CDP-star luminescence, 1 M DEA. P05186. AID 1135;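 active = over 50% inhibition of tissue-nonspecific alkaline phosphatase at 20 µM in the single-dose screen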;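 note: plate controls were DMSO wells for no effect and EDTA-quenched wells as full inhibition for full effect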
TNAP inh noacc – inhibitors of human TNAP without phosphate acceptor | purified TNAP, CDP-star luminescence, 30 min | inhibition, % at 20 µM | 200,000 compounds, 0.26% hits;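 active = tissue-nonspecific alkaline phosphatase inhibition above about 50% at 20 µM in the single-dose screen, limit read from the data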;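 note: 0% = DMSO negative control and 100% = EDTA positive control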
Diaphorase act – diaphorase activation or chemical reduction counter-screen; Diaphorase/resazurin coupled assay, resorufin fluorescence, 16 min; stronger effect = higher value; 1 = vehicle wells, 0 = NADH-free wells; activation factor at 20 µM; 190,000 compounds, 0.005% hits;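 active = diaphorase activity raised at least twofold by the compound at 20 µM; inactive = activation factor below 2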
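Test system: Clostridium kluyveri diaphorase, purified enzyme. Buffer or medium: 50 mM HEPES pH 7.4 buffer plus MgCl2 and Tween 20. Also added: 0.114 mM NADH and 0.1 mM resazurin, final amounts. Dosing: compound 20 µM once, DMSO 1%. Schedule: 16 min enzyme reaction, ambient temperature. Detection: fluorescence of resorufin, 544 nm excitation, 590 nm emission.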
PMI activator – increases human mannose-6-phosphate isomerase activity. 190,000 compounds, 0.005% hits. activation factor at 20 µM. purified human PMI, coupled resazurin fluorescence, 20 min; stronger effect = higher value; 1 = vehicle control, 0 substrate-free wells. AID 1214. P34949;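 active = activation factor of 2 or more at 20 µM, relative to plate controls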
Target sequence (P34949 whole entry, looked up): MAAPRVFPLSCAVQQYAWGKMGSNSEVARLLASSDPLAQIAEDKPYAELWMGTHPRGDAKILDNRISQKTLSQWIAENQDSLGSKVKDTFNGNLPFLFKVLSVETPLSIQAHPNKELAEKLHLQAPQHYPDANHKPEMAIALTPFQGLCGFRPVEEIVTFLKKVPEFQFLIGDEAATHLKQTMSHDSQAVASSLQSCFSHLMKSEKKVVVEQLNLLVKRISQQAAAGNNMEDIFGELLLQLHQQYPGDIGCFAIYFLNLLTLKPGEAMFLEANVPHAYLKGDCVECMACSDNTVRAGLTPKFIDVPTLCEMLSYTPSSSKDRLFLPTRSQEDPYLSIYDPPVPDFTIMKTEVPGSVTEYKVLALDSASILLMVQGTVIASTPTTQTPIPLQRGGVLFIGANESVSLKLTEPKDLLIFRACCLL
Diaphorase inh – inhibits diaphorase or chemically oxidizes, flagging diaphorase assay artifacts; diaphorase resazurin-to-resorufin fluorescence, NADH, 16 min; bacterial (C. kluyveri) enzyme, not human; inhibition, % at 20 µM; 190,000 compounds, 0.69% hits;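 active = primary screen inhibition at 20 µM above a set limit, cut at about 50% in these data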;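 note: plate controls were DMSO with full reaction for no effect and wells lacking NADH for full effect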
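controls = No-NADH positive control and DMSO neutral control | system = Clostridium kluyveri diaphorase enzyme | timing = reaction incubation of 16 min at room temperature | signal = resorufin fluorescence 544/590 nm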
PMI act hi M6P – activators of human phosphomannose isomerase at near-saturating mannose 6-phosphate; coupled PMI enzyme assay, resazurin fluorescence, 20 min; stronger effect = higher value; 1 = untreated enzyme, 0 = substrate-free blank; activation factor at 20 µM; 190,000 compounds, 0.34% hits; AID 1216;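 active = activation factor of 2 or more at 20 µM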
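Test system: human phosphomannose isomerase with PGI, G6PDH, diaphorase coupling enzymes; Amount: PMI at 15 ng/mL final; Reagent: Mannose-6-phosphate 1.0 mM (near-saturating) plus 0.22 mM NADP+; Timing: 20 min, room temperature; Technique: resorufin fluorescence at Ex 544/Em 590 nm; Dosing: 20 µM single dose.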
Active calls of the source: *.

For Cc1c(C)n(C(=O)CSc2nccn2C)c2ccccc12 the results were bIAP inh -2, TNAP act hiacc 1, L major viab -5, bIAP activator 1, TNAP inh hiacc -2, TNAP inh noacc -4, Diaphorase act 0.9, PMI activator 1, Diaphorase inh 8 and PMI act hi M6P 1.
Screening O=C(COC(=O)c1cc(=O)[nH]c2ccccc12)NC(=O)NC1CCCCC1 returned bIAP inh 8, TNAP act hiacc 1.1, L major viab -6, bIAP activator 0.9, TNAP inh hiacc -10, TNAP inh noacc -17, Diaphorase act 0.8, PMI activator 1.2, Diaphorase inh 21 and PMI act hi M6P 1.
Screening NNC(=O)CCc1ccc(S(=O)(=O)N2CCOCC2)cc1 returned bIAP inh 3, TNAP act hiacc 1, L major viab 4, bIAP activator 1, TNAP inh hiacc 0, TNAP inh noacc -6, Diaphorase act 0.9, PMI activator 1, Diaphorase inh 6 and PMI act hi M6P 1.
For Cc1c2cnn(CC(=O)Nc3cccc(C(F)(F)F)c3)c(=O)c2c(C)n1Cc1ccccc1F the results were bIAP inh 9, TNAP act hiacc 1, L major viab -2, bIAP activator 0.9, TNAP inh hiacc -5, TNAP inh noacc -5, Diaphorase act 0.9, PMI activator 0.9, Diaphorase inh 12 and PMI act hi M6P 1.
For CCN(CC)S(=O)(=O)c1cc(NC(=O)COC(=O)c2ccc(NC(=O)CC#N)cc2)ccc1C the results were bIAP inh 1, TNAP act hiacc 1, L major viab -11, bIAP activator 1, TNAP inh hiacc -1, TNAP inh noacc -5, Diaphorase act 0.8, PMI activator 1, Diaphorase inh 16 and PMI act hi M6P 1.
Cc1ccc(C(=O)N/C(=C\c2cn(-c3ccccc3)nc2-c2ccccc2)C(=O)N2CCOCC2)cc1 was read as bIAP inh -2, TNAP act hiacc 1.1, L major viab -3, bIAP activator 1, TNAP inh hiacc -6, TNAP inh noacc -9, Diaphorase act 0.9, PMI activator 0.9, Diaphorase inh 13 and PMI act hi M6P 0.9.
Screening O=C(CCn1cccc1)Nc1cccc(F)c1 returned bIAP inh 2, TNAP act hiacc 1.1, L major viab 4, bIAP activator 1, TNAP inh hiacc -12, TNAP inh noacc -16, Diaphorase act 0.8, PMI activator 1.2, Diaphorase inh 18 and PMI act hi M6P 1.2.
Screening COc1cc(C(=O)N2CCC(NC(=O)C(Cc3ccccc3C)NC(C)=O)CC2)cc(OC)c1OC (stereo unspecified) returned bIAP inh -6, TNAP act hiacc 1, L major viab -7, bIAP activator 1.1, TNAP inh hiacc 2, TNAP inh noacc -8, Diaphorase act 0.9, PMI activator 1, Diaphorase inh 6 and PMI act hi M6P 1.1.
For C#CCCCCCCC#CCN(C)C the results were bIAP inh 3, TNAP act hiacc 1, L major viab -4, bIAP activator 1, TNAP inh hiacc -5, TNAP inh noacc -10, Diaphorase act 0.9, PMI activator 1.1, Diaphorase inh 5 and PMI act hi M6P 1.1.
Screening O=C(Cn1nnc2ccccc2c1=O)Nc1cc(C(F)(F)F)ccc1N1CCOCC1 returned bIAP inh -3, TNAP act hiacc 1.1, L major viab 5, bIAP activator 1, TNAP inh hiacc -6, TNAP inh noacc -7, Diaphorase act 0.7, PMI activator 0.9, Diaphorase inh 25 and PMI act hi M6P 0.9.
For Cc1ccc(Cl)cc1NC(=O)C1CCCN(S(=O)(=O)c2c(C)noc2C)C1 (stereo unspecified) the results were bIAP inh 4, TNAP act hiacc 0.9, L major viab -7, bIAP activator 1, TNAP inh hiacc 7, TNAP inh noacc 0, Diaphorase act 1, PMI activator 1, Diaphorase inh 0 and PMI act hi M6P 0.5.
CC(=O)Nc1nc(NC(=O)/C=C/c2ccccc2)n(-c2ccccc2)n1 was read as bIAP inh -41, TNAP act hiacc 1, L major viab 95*, bIAP activator 1.4, TNAP inh hiacc -3, TNAP inh noacc -3, Diaphorase act 0.9, PMI activator 1.3, Diaphorase inh 6 and PMI act hi M6P 1.3.
Screening COCC(=O)Nc1ccc(C(N)=O)cc1 returned bIAP inh 41, TNAP act hiacc 1.1, L major viab 1, bIAP activator 0.6, TNAP inh hiacc -7, TNAP inh noacc -17, Diaphorase act 0.9, PMI activator 1.1, Diaphorase inh 9 and PMI act hi M6P 1.
Screening CC(=O)Oc1ccc2c(=O)c(Oc3ccccc3[N+](=O)[O-])coc2c1 returned bIAP inh -4, TNAP act hiacc 1, L major viab -6, bIAP activator 1, TNAP inh hiacc 0, TNAP inh noacc -5, Diaphorase act 0.9, PMI activator 0.9, Diaphorase inh 8 and PMI act hi M6P 1.
`CCOc1cc(CNCCc2ccccc2)ccc1OCC(=O)NC(C)(C)C` gave bIAP inh -56, TNAP act hiacc 1, L major viab 100*, bIAP activator 1.6, TNAP inh hiacc -2, TNAP inh noacc -6, Diaphorase act 1, PMI activator 1, Diaphorase inh 3 and PMI act hi M6P 1.1.

Next part; the last two above are carried over.
Screening CC(=O)Oc1ccc2c(=O)c(Oc3ccccc3[N+](=O)[O-])coc2c1 returned bIAP inh -4, TNAP act hiacc 1, L major viab -6, bIAP activator 1, TNAP inh hiacc 0, TNAP inh noacc -5, Diaphorase act 0.9, PMI activator 0.9, Diaphorase inh 8 and PMI act hi M6P 1.
`CCOc1cc(CNCCc2ccccc2)ccc1OCC(=O)NC(C)(C)C` gave bIAP inh -56, TNAP act hiacc 1, L major viab 100*, bIAP activator 1.6, TNAP inh hiacc -2, TNAP inh noacc -6, Diaphorase act 1, PMI activator 1, Diaphorase inh 3 and PMI act hi M6P 1.1.
`COc1ccc(S(=O)(=O)N(C)c2ccc(C(=O)NCCC(C)C)cc2)cc1` gave bIAP inh -15, TNAP act hiacc 1.1, L major viab 4, bIAP activator 1.1, TNAP inh hiacc -10, TNAP inh noacc -14, Diaphorase act 0.8, PMI activator 0.8, Diaphorase inh 20 and PMI act hi M6P 0.9.
`O=c1cc(O)nc2n1CCCS2` gave bIAP inh 3, TNAP act hiacc 1, L major viab 6, bIAP activator 1, TNAP inh hiacc 0, TNAP inh noacc -6, Diaphorase act 1, PMI activator 1.2, Diaphorase inh 3 and PMI act hi M6P 1.1.
CSc1cccc(NC(=O)CN(C)S(=O)(=O)c2ccc(F)cc2)c1 was read as bIAP inh 4, TNAP act hiacc 1, L major viab 9, bIAP activator 1, TNAP inh hiacc -3, TNAP inh noacc -2, Diaphorase act 0.8, PMI activator 0.9, Diaphorase inh 15 and PMI act hi M6P 1.
O=C(COc1cccc(Br)c1)N/N=C1\CCSC1 was read as bIAP inh -5, TNAP act hiacc 1, L major viab -8, bIAP activator 1.1, TNAP inh hiacc -2, TNAP inh noacc -2, Diaphorase act 0.9, PMI activator 1, Diaphorase inh 13 and PMI act hi M6P 0.9.
Nc1ccccc1C(=O)NCc1ccc(Cl)cc1 was read as bIAP inh 3, TNAP act hiacc 1, L major viab -3, bIAP activator 1, TNAP inh hiacc -1, TNAP inh noacc -4, Diaphorase act 0.9, PMI activator 0.9, Diaphorase inh 8 and PMI act hi M6P 0.9.
Screening CC(C)(C)c1cnnn1-c1cccc([N+](=O)[O-])c1 returned bIAP inh -6, TNAP act hiacc 1, L major viab -3, bIAP activator 1.1, TNAP inh hiacc -1, TNAP inh noacc -2, Diaphorase act 1, PMI activator 1, Diaphorase inh 4 and PMI act hi M6P 1.
Screening Cc1ccc(-c2csc(NC(=O)CN3C(=O)CCC3=O)n2)cc1 returned bIAP inh -2, TNAP act hiacc 1, L major viab -6, bIAP activator 1, TNAP inh hiacc -2, TNAP inh noacc -13, Diaphorase act 0.9, PMI activator 0.8, Diaphorase inh 15 and PMI act hi M6P 1.
For O=C(O/N=C/c1ccc2c(c1)OCO2)c1ccc([N+](=O)[O-])cc1 the results were bIAP inh 16, TNAP act hiacc 1.1, L major viab -6, bIAP activator 0.8, TNAP inh hiacc -6, TNAP inh noacc -9, Diaphorase act 1, PMI activator 1.1, Diaphorase inh 2 and PMI act hi M6P 1.
CC(C)C(C(=O)NCC1CCCO1)N(Cc1ccco1)C(=O)CNS(=O)(=O)c1ccccc1 (stereo unspecified) was read as bIAP inh -6, TNAP act hiacc 1.1, L major viab -1, bIAP activator 1.1, TNAP inh hiacc -5, TNAP inh noacc -12, Diaphorase act 0.9, PMI activator 1, Diaphorase inh 13 and PMI act hi M6P 0.9.
For CN1/C(=C\C=C2/SC(=S)NC2=O)C(C)(C)c2ccccc21 the results were bIAP inh 38, TNAP act hiacc 0.5, L major viab 92*, bIAP activator 0.6, TNAP inh hiacc 51*, TNAP inh noacc 41, Diaphorase act 0.8, PMI activator 0.8, Diaphorase inh 24 and PMI act hi M6P 0.7.
For N#Cc1nc(-c2ccc(Cl)cc2)oc1NCc1cccc2c1OCO2 the results were bIAP inh 6, TNAP act hiacc 1.1, L major viab -3, bIAP activator 0.9, TNAP inh hiacc -10, TNAP inh noacc -22, Diaphorase act 0.9, PMI activator 0.9, Diaphorase inh 6 and PMI act hi M6P 1.
Screening Cc1ccc(S(=O)(=O)CC(O)COc2ccc(C#N)cc2)cc1 (stereo unspecified) returned bIAP inh 4, TNAP act hiacc 1.1, L major viab -6, bIAP activator 1, TNAP inh hiacc -6, TNAP inh noacc -10, Diaphorase act 0.8, PMI activator 0.9, Diaphorase inh 21 and PMI act hi M6P 0.9.
Screening COc1ccc(NC(=S)N(CCCN2CCCC2)Cc2cccn2Cc2ccc(Cl)cc2)cc1Cl returned bIAP inh 11, TNAP act hiacc 1.1, L major viab 100*, bIAP activator 0.9, TNAP inh hiacc -5, TNAP inh noacc -4, Diaphorase act 1.3, PMI activator 1, Diaphorase inh -35 and PMI act hi M6P 1.1.
Cc1ccc2nsnc2c1NC(=O)c1ccc2c(c1)OCCO2 was read as bIAP inh 13, TNAP act hiacc 1, L major viab -3, bIAP activator 0.9, TNAP inh hiacc -2, TNAP inh noacc -2, Diaphorase act 0.9, PMI activator 1, Diaphorase inh 10 and PMI act hi M6P 1.
`O=C(CSc1ccccc1)Nc1ccc(NC(=O)c2ccco2)cc1` gave bIAP inh 6, TNAP act hiacc 1, L major viab 7, bIAP activator 0.9, TNAP inh hiacc -3, TNAP inh noacc -12, Diaphorase act 0.8, PMI activator 0.9, Diaphorase inh 16 and PMI act hi M6P 1.
For O=C(OCc1nc2ccccc2[nH]1)C12CC3CC(CC(C3)C1)C2 the results were bIAP inh -20, TNAP act hiacc 1.1, L major viab 14, bIAP activator 1.2, TNAP inh hiacc -5, TNAP inh noacc -26, Diaphorase act 0.9, PMI activator 0.9, Diaphorase inh 9 and PMI act hi M6P 1.
For CC1(C)CC(=O)C2=C(C1)OC(N)=C(C#N)C2C1C=CCCC1 (stereo unspecified) the results were bIAP inh 10, TNAP act hiacc 1, L major viab 3, bIAP activator 0.9, TNAP inh hiacc 2, TNAP inh noacc -6, Diaphorase act 0.9, PMI activator 0.9, Diaphorase inh 14 and PMI act hi M6P 0.9.

Bioassay records as filed in PubChem.

Random draw from the library; any-hit rate near 10%.
